High-throughput results deposited in PubChem by several laboratories.
GSK3 alpha inh: human GSK-3 alpha kinase inhibition; hit rate 0.1% among 320,000; ADP-Glo luminescence, 60 min; P49840; inhibition, % at 10 µM;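 in the data active = inhibition above about 50%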;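 also: GST-tagged GSK-3 alpha with peptide substrate and 25 µM ATP; 0% = DMSO neutral wells and 100% = GW8510 positive control wells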
Target sequence (P49840 whole entry, looked up): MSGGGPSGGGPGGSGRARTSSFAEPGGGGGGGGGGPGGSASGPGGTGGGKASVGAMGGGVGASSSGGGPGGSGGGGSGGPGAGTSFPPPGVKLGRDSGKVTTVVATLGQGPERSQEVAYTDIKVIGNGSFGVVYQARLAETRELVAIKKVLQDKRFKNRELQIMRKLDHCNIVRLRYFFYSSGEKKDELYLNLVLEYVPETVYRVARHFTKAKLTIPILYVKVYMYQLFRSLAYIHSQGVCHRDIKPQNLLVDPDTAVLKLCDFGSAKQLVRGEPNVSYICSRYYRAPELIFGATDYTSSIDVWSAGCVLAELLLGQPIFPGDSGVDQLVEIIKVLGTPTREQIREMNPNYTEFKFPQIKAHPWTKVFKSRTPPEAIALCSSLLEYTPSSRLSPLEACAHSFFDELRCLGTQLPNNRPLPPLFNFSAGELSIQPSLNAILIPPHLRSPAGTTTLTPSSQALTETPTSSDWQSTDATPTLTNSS
HSF1 inh: HSF1 inhibition | NIH3T3-HGL HSE-luciferase, MG132-induced, luminescence 8 h; active compounds read low | activity change, negative = inhibition, % at 7.5 µM (by protocol) | hit rate 0.77% among 300,000 | AID 2098;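 active = more than half of replicate wells show activity change below -50%, luminescence cut by over half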;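 also: luciferase reports HSF-1 transcriptional activity via heat shock element; 0% = median of DMSO wells and -100% = zero luminescence signal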
aSyn 5UTR inh: 5' untranslated region of α-synuclein, MLPCN primary screen | alpha-synuclein 5'UTR reporter, inhibitor activity | AID 1813 | inhibition, % (tested at 7.5 µM) | hit rate 0.82% among 300,000; in the data active = inhibition above about 60%;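 also: H4 neuroglioblastoma cells stably carrying SNCA 5'UTR luciferase fusion; 0% = DMSO wells and 100% = positive control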
GSK3B inh: blocks human GSK3beta kinase activity; hit rate 0.038% among 300,000; activity score (negative = inhibition), % at 10 µM; GST-GSK3beta kinase, ADP-Glo luminescence, 60 min; active compounds read low; P49841;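 active = more than half of replicate wells score below -50%, meaning over 50% inhibition versus plate controls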;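 also: 0% = median DMSO wells and -100% = median GW8510 positive control wells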
Target sequence (P49841 whole entry, looked up): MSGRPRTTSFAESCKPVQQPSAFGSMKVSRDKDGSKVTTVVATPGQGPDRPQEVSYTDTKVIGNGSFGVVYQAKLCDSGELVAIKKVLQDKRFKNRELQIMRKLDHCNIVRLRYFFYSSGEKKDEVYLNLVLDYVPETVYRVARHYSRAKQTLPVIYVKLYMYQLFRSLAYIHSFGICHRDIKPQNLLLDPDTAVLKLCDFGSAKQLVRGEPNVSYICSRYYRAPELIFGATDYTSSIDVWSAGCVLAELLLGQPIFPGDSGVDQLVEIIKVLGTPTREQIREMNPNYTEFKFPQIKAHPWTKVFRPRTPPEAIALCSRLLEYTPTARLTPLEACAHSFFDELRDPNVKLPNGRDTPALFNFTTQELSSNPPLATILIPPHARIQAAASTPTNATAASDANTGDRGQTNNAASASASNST
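test system = GST-tagged human GSK3beta kinase, cell-free | reagent = 25 µM ATP with peptide substrate | dosing = one dose of 10 µM per compound | schedule = 60 min reaction, RT | detection = luminescent ADP-Glo measurement of ADP formed | control set = DMSO neutral wells and GW8510 at 20 µM as positive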
HSF-1 act: increases HSF-1 driven luciferase reporter signal; NIH3T3-HGL HSF-1 luciferase reporter, MG132, 8 h; 100% = twice DMSO control signal; activation, % at 9 µM; hit rate 1.7% among 300,000;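 active = mean replicate activation of at least 50% with a set share of replicates each reaching 50%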;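 also: 0% = median of the neutral control wells and 100% = twice that signal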
AI-2 QS mod: modulators of Vibrio harveyi AI-2 quorum sensing system. Vibrio harveyi JMH597 AI-2 luminescence/OD600 ratio, 9 h; active compounds read low; strain lacks LuxN and CqsS sensors; 0 = neutral-control median. activity change, % at 7.5 µM. hit rate 0.4% among 300,000; in the data active = activity change below about -75%, passing the limit was not always enough;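 also: luminescence divided by OD600 gain over 9 h not by final OD600 alone; inactives centre near 13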
HSP90 refold inh: HSP90 refolding inhibition in rabbit reticulocyte lysate; luciferase refolding luminescence, 3 h; inhibition, % at 5.6 µM; hit rate 0.91% among 290,000;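 active = inhibition above the screen-wide mean plus 3 SD, computed separately per campaign, cut at about 16% in these data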;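 also: 0% = DMSO wells and 100% = 60 µM geldanamycin wells; inhibitors lower the luminescence because luciferase stays unfolded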
PolyA inhibitor: yeast polyadenylation inhibition. S. cerevisiae SKY197-pL101 polyadenylation reporter, beta-gal luminescence; efflux-impaired pdr1/pdr3 knockout yeast; score 100 = 6 SD above DMSO. calls only at 12 µM. hit rate 0.02% among 300,000;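 active = lowest replicate activity score at least 50, where 100 means six control SD above control mean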;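 also: yeast exposed to compound for 9 h at 30 °C; higher score means more reporter readthrough which indicates perturbed polyadenylation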
KLF5 inh: inhibitors of KLF5 expression; inhibition, % at 5 µM; hit rate 0.23% among 290,000; DLD-1 KLF5 promoter-luciferase reporter, luminescence; AID 1700;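 active = inhibition above a per-plate limit of that plate's mean compound inhibition plus 3 SD, cut at about 60% in these data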;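 also: 0% = DMSO wells and 100% = LY294002 at 200 µM; higher means less KLF5 promoter-driven luciferase light; inactives centre near -14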
IEC-6 cytotox: kills IEC-6 intestinal cells in KLF5 counter-screen. AID 1825. hit rate 0.78% among 290,000. inhibition, % at 5 µM. IEC-6 cytotoxicity, luminescence viability; in the data active = inhibition above about 22%;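 also: 0% = plate median of test compound wells and 100% = cytotoxic reference compound wells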
Active calls of the source: *; i = inactive; / = no result given. The list is partial, so the mix of outcomes need not match the whole.

SMILES	GSK3 alpha inh	HSF1 inh	aSyn 5UTR inh	GSK3B inh	HSF-1 act	AI-2 QS mod	HSP90 refold inh	PolyA inhibitor	KLF5 inh	IEC-6 cytotox
O=C(COC(=O)/C=C/c1ccccc1[N+](=O)[O-])NC1CCS(=O)(=O)C1 (centres undefined)	2	-5	-108	-2	-3	27	-1	i	2	-4
CCO[C@H]1OC(C(=O)N2CCCCCCC2)=C[C@@H](c2csc3ccccc23)[C@@H]1CCCO	-5	1	6	5	4	23	10	i	3	-13
CCOC(=O)c1cnc(-n2nc(C)cc2C)nc1NC1CCCC1	-4	-4	25	-1	-12	21	0	i	-12	9
C=CCNC(=S)NNc1nc2sc3c(c2c(=O)[nH]1)CC(C)(C)OC3	-1	6	-10	0	2	17	-2	i	-21	-1
COc1cc(/C=N\NC(=O)c2sc(N)nc2C)cc(OC)c1OC	29	5	10	-19	-13	12	1	i	-27	1
COc1cc(/C=C2/SC(=Nc3ccc(O)cc3)NC2=O)cc(OC)c1O	0	0	-45	4	9	24	-4	i	-10	-7
Clc1ccccc1/C=C/c1nc(-c2ccccn2)no1	7	-39	104*	-8	-46	-53	64*	i	72*	-6
CCc1ccccc1NC(=O)C1CCCN(c2ncnc3onc(-c4ccc(F)cc4)c23)C1 (centres undefined)	-1	4	-18	4	6	25	-2	i	17	-2
CCc1ccc(C2C3=C(CC(C)(C)CC3=O)Nc3c2c(=O)[nH]c2nc(C)nn32)cc1 (centres undefined)	-1	0	13	-1	-8	41	3	i	-5	0
Cc1onc(-c2ccccc2)c1C(=O)NNC(=S)NC(=O)/C=C/c1cccs1	2	-15	-4	1	-1	3	-1	i	-28	-3
COc1ccc(C(=O)Nc2ccc(N3CCN(Cc4ccccc4)CC3)cc2)cc1	2	-10	-2	0	-5	14	1	i	-13	5
O=C(COc1ccccc1F)Nc1ccc(S(=O)(=O)NCc2ccco2)cc1	0	-5	-26	1	11	-92*	-1	i	10	-1
COC(=O)c1ccccc1NC(=O)Nc1ncccc1C	-2	6	-11	-2	19	1	5	i	-27	-4
CCOc1cccc2sc(N(CCCN(C)C)C(=O)c3ccc(S(=O)(=O)N(C)c4ccccc4)cc3)nc12	4	1	4	-5	8	11	4	i	0	2
CCN(CC)CCN(C(=O)c1ccc([N+](=O)[O-])cc1)c1nc2ccc(OC)cc2s1	-1	/	-20	0	/	11	-1	i	-36	2
CCOC(=O)c1cc2c(=O)n3ccccc3nc2n(Cc2ccco2)c1=NC(=O)c1ccccc1OC	-2	49	-12	8	100*	23	-1	i	-25	-7
COc1ccc(N(C(=O)CNC(=O)c2ccco2)C(C(=O)NC2CCCCC2)c2ccncc2)cc1 (centres undefined)	-1	-2	-8	0	30	45	0	i	-42	-6
c1ccc(CSc2nnc3c(n2)OC(c2ccco2)Nc2ccccc2-3)cc1 (centres undefined)	5	9	-13	-3	11	4	2	i	-5	2
C[C@H](NC(=O)c1nc[nH]c1C(=O)NC(c1ccccc1)c1ccccc1)C(=O)OCc1ccccc1	1	6	-8	-1	9	24	/	i	/	/
COc1ccc2nc(N3CCCCC3)c(C#N)cc2c1	6	9	-110	2	7	5	5	i	-6	-9
CCc1ccc2nc(N3CCN(C)CC3)c(C#N)cc2c1	-3	8	-21	1	-2	5	2	i	-24	9
COc1cc(CC(=O)OCc2cccc([N+](=O)[O-])c2)cc(OC)c1OC	-2	20	-5	-2	30	11	5	i	4	11
CC(C)Oc1ncnc2c1[nH]c1ccccc12	1	-1	-35	1	26	20	-1	i	-35	6
CCCOc1c(Br)cc(/C=N/O)cc1OC	16	-9	28	0	-6	22	5	i	-26	3
COC(=O)C1(C)NC(c2ccc(OC)cc2)C2C(=O)N(c3ccccc3)C(=O)C21 (centres undefined)	3	-11	7	2	-6	22	1	i	-37	-3
The list continues.
SMILES	GSK3 alpha inh	HSF1 inh	aSyn 5UTR inh	GSK3B inh	HSF-1 act	AI-2 QS mod	HSP90 refold inh	PolyA inhibitor	KLF5 inh	IEC-6 cytotox
CSc1ccccc1C(=O)NCC1CCCO1 (centres undefined)	-3	-6	20	-2	-8	16	-3	i	1	4
COc1ccc(/C=N/NC(=O)C(=O)N2CCCCCC2)cc1[N+](=O)[O-]	-6	-4	7	-19	-21	10	-1	i	-13	-3
O=C(CCN1C(=O)/C(=C\c2ccco2)SC1=S)Nc1ccc(C(=O)O)c(O)c1	9	0	6	2	14	26	-5	i	-24	-27
Cc1nc(CSc2nc3[nH]ncc3c(=O)n2-c2ccccc2)cs1	21	-2	20	-4	-23	-5	4	i	-38	-3
Cc1cc(C)n(-c2ccc(C(=O)OCn3nnc4ccccc4c3=O)cc2)n1	-1	3	10	2	-13	-42	-1	i	-30	-2
COC(=O)CN(c1nc(C)c(Br)c(OC)n1)S(=O)(=O)c1ccccc1	1	5	16	2	8	14	3	i	-10	6
O=C(COc1ccc(Br)cc1)Nc1ccccc1N1CCCC1	-1	-2	-1	-2	-4	18	-1	i	-2	-6
O=C(COc1ccccc1)N/N=C/c1cc2c(cc1[N+](=O)[O-])OCO2	4	-9	-39	2	-8	17	4	i	-61	-1
Cc1c([N+](=O)[O-])ccc(S(=O)(=O)N2CCC(C(N)=O)CC2)c1C	-1	5	-9	2	38	35	1	i	2	0
COc1ccc2nc(NC(=O)c3ccc(-c4cccc([N+](=O)[O-])c4)o3)sc2c1	-1	-10	15	-10	-15	18	2	i	14	0
COc1ccc(CCNC(=O)Cn2cccc2C(=O)c2ccccc2C)cc1OC	-2	-2	-3	2	-1	5	-1	i	-1	4
COc1ccc(OC)c(C2=Nn3c(nnc3-c3ccco3)SC2)c1	5	-6	8	1	-3	28	-1	i	-4	0
COc1ccc(-c2cc(-c3ccccc3)nc(=O)[nH]2)cc1	-1	0	22	-4	-7	36	4	i	-16	-2
O=C(COc1ccc(Cl)cc1)NCCNC(=O)c1ccccn1	-1	-3	5	-2	-16	17	4	i	-6	-6
COc1ccc(OCC(=O)NNc2c3ccccc3nc3ccccc23)cc1	1	7	-3	-3	22	10	2	i	-5	11
Cc1nnc(C)n1/N=C/c1ccc(-c2ccccc2)cc1	-2	-5	2	-9	-3	2	-4	i	-14	-3
CCOc1cc(NC(=O)c2ccccn2)c(OCC)cc1NC(=O)c1cccc(C)c1	/	-7	18	2	-7	2	-2	i	-33	2
FC(F)(F)c1ccc(-c2noc(CN3CCCN(C4CCCCC4)CC3)n2)cc1	-2	-4	0	1	-11	19	1	i	-40	-4
Cc1cc(NC(=O)COC(=O)CCNS(=O)(=O)c2cccc(C(F)(F)F)c2)no1	1	9	-7	-2	11	17	4	i	-42	2
CCOC(=O)c1ccc(-n2c(C)nc3c(cnn3-c3ccccc3C)c2=O)cc1	-3	-4	-13	3	-1	3	0	i	22	-3
COc1ccc2[nH]c(C(=O)NCCc3ccccc3)cc2c1	-1	14	-92	-1	18	9	1	i	-1	4
O=C(CCC(=O)N1CCOc2ccc(Cl)cc21)NCCCN1CCC(Cc2ccccc2)CC1	9	1	23	3	6	18	-6	i	-31	4
CCOC(=O)C(NC(=O)c1cccc(Cl)c1)(Nc1nnc(C)s1)C(F)(F)F (centres undefined)	-2	-7	-7	1	-7	12	1	i	-21	-1
CCCS(=O)(=O)c1c(S(=O)(=O)CCC)c2c(N)cccn2c1C(=O)c1ccc(Br)cc1	19	8	46	-1	23	-6	-3	i	-10	-4
Cc1ccc(C(C#N)c2ccc(Cl)nn2)cc1 (centres undefined)	4	5	1	1	20	29	-1	i	6	0
Further records:
SMILES	GSK3 alpha inh	HSF1 inh	aSyn 5UTR inh	GSK3B inh	HSF-1 act	AI-2 QS mod	HSP90 refold inh	PolyA inhibitor	KLF5 inh	IEC-6 cytotox
CCOCCCNC(=O)c1ccc2c(=O)n(Cc3ccc4c(c3)OCO4)c(=S)[nH]c2c1	-8	6	27	-1	3	13	4	i	7	-3
COc1ccc(OC2C(=O)N(Cc3ccc(F)cc3)C2c2cc(OC)c(OC)c(OC)c2)cc1 (centres undefined)	4	-8	-10	0	-3	21	2	i	-9	-6
COc1ccc(/C=C\C(=O)CC(O)(c2ccccc2)C(F)(F)F)cc1 (centres undefined)	-1	5	-31	2	8	13	11	i	-8	2
CCCCn1nnnc1NCc1cccc(OC)c1OC	-1	1	16	2	-11	23	1	/	-5	8
CC(/C=C1\SC(=O)N(CC(=O)Nc2cccc(O)c2)C1=O)=C\c1ccccc1	-1	6	-27	-3	13	38	1	i	-18	1
Cc1sc2nc3n(c(=O)c2c1C)CCCCC3	-1	4	-27	1	11	6	-3	i	-16	-6
Cc1ccc(N2CCN(C(=O)c3ccccc3NC(=O)/C=C\C(=O)O)CC2)cc1	1	-37	-14	2	-50	21	-2	i	-7	-4
CN1c2ccccc2-c2nc3ccccc3n2C1c1cccs1 (centres undefined)	-1	3	-6	0	23	35	1	i	-42	-7
COc1ccc(Cl)cc1NC(=O)Nc1cnccn1	-1	-3	29	1	-6	2	2	i	-26	15
Cc1cc(C)c(S(=O)(=O)c2cccc(C(F)(F)F)c2)c(=O)[nH]1	1	-5	12	3	-13	10	1	i	8	8
O=C(N/N=C/c1ccc(Cl)c([N+](=O)[O-])c1)C1CC1	1	5	14	3	2	19	4	i	14	10
O=C(NCc1ccc(Cl)cc1)c1ccc(OCC2CCCO2)cc1 (centres undefined)	-3	8	15	6	27	13	-2	i	-25	1
Cc1csc(SCc2ccccc2C(=O)O)n1	-4	-22	7	0	-20	6	5	i	-39	3
CCOc1ccc(NC(=O)C(=O)N/N=C/c2cccnc2)cc1	-3	0	2	4	-4	5	-2	i	-4	-2
CCN(CC)S(=O)(=O)c1ccc(NC(=O)c2cccnc2Cl)c(NC(=O)c2cccnc2Cl)c1	-1	-1	13	3	-12	15	-1	i	-19	-6
COCCn1nnnc1C(c1ccc(OC)cc1)N1CCC(C)CC1 (centres undefined)	-2	2	11	5	12	31	5	i	0	0
CN(C)S(=O)(=O)c1cccc(NC(=S)Nc2cccc3cnccc23)c1	/	-6	-28	2	-15	26	12	i	-9	-12
CCN(CC)CCNC(=O)c1cc(S(C)(=O)=O)ccc1OC	/	/	/	/	/	20	0	/	-11	-2
COc1ccc(C(C[N+](=O)[O-])n2nc(C)cc2C)cc1 (centres undefined)	-1	8	-31	0	1	-2	5	i	-1	-8
O=C1OC(c2ccccc2)/C(=C(/O)c2ccccc2)C1=O (centres undefined)	-4	4	-64	5	12	6	-3	i	-39	0

Reformatted with two lines to a compound: part of the list above.
Fields – GSK3 alpha inh | HSF1 inh | aSyn 5UTR inh | GSK3B inh | HSF-1 act | AI-2 QS mod | HSP90 refold inh | PolyA inhibitor | KLF5 inh | IEC-6 cytotox
> Cc1csc(SCc2ccccc2C(=O)O)n1
    -4 | -22 | 7 | 0 | -20 | 6 | 5 | i | -39 | 3
> CCOc1ccc(NC(=O)C(=O)N/N=C/c2cccnc2)cc1
    -3 | 0 | 2 | 4 | -4 | 5 | -2 | i | -4 | -2
> CCN(CC)S(=O)(=O)c1ccc(NC(=O)c2cccnc2Cl)c(NC(=O)c2cccnc2Cl)c1
    -1 | -1 | 13 | 3 | -12 | 15 | -1 | i | -19 | -6
> COCCn1nnnc1C(c1ccc(OC)cc1)N1CCC(C)CC1 (centres undefined)
    -2 | 2 | 11 | 5 | 12 | 31 | 5 | i | 0 | 0
